Source: PubChem
Mdm2 MdmX PPI: disrupts the human Mdm2-MdmX interaction | SaOS-2 split-luciferase Mdm2/MdmX complementation, luminescence | inhibition, % at 8 µM | 3% of 330,000 active | AID 485346;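 active means inhibition of at least 50% at 8 µM in the primary screen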
Target sequence (O15151 whole entry, looked up): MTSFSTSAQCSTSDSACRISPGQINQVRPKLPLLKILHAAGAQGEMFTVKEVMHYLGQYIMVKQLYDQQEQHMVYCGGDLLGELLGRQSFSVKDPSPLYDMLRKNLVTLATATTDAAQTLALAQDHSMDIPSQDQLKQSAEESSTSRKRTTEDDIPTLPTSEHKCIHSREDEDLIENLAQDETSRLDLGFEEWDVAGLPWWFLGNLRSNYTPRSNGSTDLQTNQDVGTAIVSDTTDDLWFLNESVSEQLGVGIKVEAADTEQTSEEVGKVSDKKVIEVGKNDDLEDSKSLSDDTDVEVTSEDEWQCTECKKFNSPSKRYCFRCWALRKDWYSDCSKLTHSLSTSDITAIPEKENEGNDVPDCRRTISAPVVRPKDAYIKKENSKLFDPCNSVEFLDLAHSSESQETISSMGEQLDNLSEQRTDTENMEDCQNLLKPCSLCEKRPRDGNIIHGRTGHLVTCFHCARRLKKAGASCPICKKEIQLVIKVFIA
Target sequence (Q00987 whole entry, looked up): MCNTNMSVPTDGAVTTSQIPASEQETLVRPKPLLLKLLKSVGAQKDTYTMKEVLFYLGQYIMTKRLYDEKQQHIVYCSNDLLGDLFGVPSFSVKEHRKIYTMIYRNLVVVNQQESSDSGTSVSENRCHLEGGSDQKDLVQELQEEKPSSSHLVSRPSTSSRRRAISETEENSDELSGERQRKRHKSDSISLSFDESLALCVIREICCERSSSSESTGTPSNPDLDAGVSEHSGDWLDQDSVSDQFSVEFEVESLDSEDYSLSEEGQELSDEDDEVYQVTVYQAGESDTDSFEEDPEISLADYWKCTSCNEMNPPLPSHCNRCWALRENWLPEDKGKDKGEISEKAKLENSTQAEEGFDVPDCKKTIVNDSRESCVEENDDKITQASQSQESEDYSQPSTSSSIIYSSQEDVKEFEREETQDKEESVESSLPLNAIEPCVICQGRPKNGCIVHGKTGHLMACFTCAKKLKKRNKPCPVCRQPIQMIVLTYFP
CHOP UPR activ: apoptotic UPR (CHOP) activation. 0.34% of 330,000 active. activation, % at 10 µM. CHO-CHOP luciferase reporter, luminescence; percent of tunicamycin response over DMSO baseline. AID 449763;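 active means at 10 µM dose, activation of 40% or more, normalized to positive control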;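 further: 100% = tunicamycin at 10 µg/mL and 0% = DMSO alone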
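Test system: CHO-CHOP cells, stable luciferase reporter of PERK-eIF2a-CHOP signalling | Quantity: 500 CHO-CHOP cells per well | Buffer or medium: F12 plus 10% serum | Compound dosing: 10 µM single point, 0.5% DMSO | Schedule: 6 h compound treatment, 37 °C | Signal: Luciferase luminescence | Control set: Tunicamycin high control, DMSO low control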
NLRP3 yeast inh: inhibitors of NALP3 inflammasome in yeast. Yeast reconstituted NLRP3/ASC/caspase-1, beta-gal luminescence, 24 h. inhibition, % at 10 µM. 0.39% of 330,000 active. AID 2825;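 active means inhibition of 50% or more; inactive means inhibition below 50%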;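 further: plate controls were induced DMSO wells for no effect and uninduced yeast grown without galactose for full effect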
UPR XBP1 act: activators of adaptive arm of unfolded protein response (XBP1); AID 463104; activation, % at 20 µM; 0.33% of 330,000 active; CHO-XBP1 luciferase reporter, IRE1-XBP1 UPR activation, luminescence; percent of tunicamycin response, DMSO as zero;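 active means versus positive control, 20 µM dose yields 30% or more activation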;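 further: 100% = tunicamycin at 10 µg/mL and 0% = DMSO only wells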
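Material: CHO-XBP1 cells stably carrying IRE1-XBP1-driven luciferase reporter | Medium: F12 with 10% serum | Compound dosing: 20 µM single concentration, DMSO 1% | Incubation: Overnight seeding at 37 °C, 6 h compound treatment at 37 °C | Detection: Steady-Glo luminescence read | Read-out basis: % activation of reporter signal versus tunicamycin and DMSO controls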
NR3A LBD binder: NR3A (human) ligand-binding domain modulation. NR3A LBD differential scanning fluorimetry, Tm shift; 0% = protein alone, 100% = glycine-bound protein. 2.5% of 340,000 active. Tm shift relative to glycine control, % at 25 µM. AID 1259313;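 active means melting temperature shift of at least 10% of the positive control shift, at one fixed dose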
tim23-1 inh: tim23-1 yeast growth inhibition | inhibition, % at 20 µM | 1.3% of 330,000 active | S. cerevisiae tim23-1 growth, BacTiter-Glo luminescence, 24 h;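 active means growth inhibition of the mutant yeast at or above 50%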;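 further: temperature-sensitive mutant grown at 25 °C; plate controls were DMSO-treated mutant yeast for no effect and medium wells lacking yeast for full effect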
TIM10 inh: TIM10 yeast growth inhibition | S. cerevisiae TIM10 strain growth, BacTiter-Glo luminescence, 24 h | inhibition, % at 10 µM | 1.4% of 330,000 active;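 active means inhibition of 40% or more at the single tested concentration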;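 further: wild-type TIM10 isogenic control strain grown at permissive 25 °C; 0% = DMSO yeast wells and 100% = minimal medium wells without yeast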
APJ agonist: activates the human apelin receptor APJ. CHO-K1 APJ PathHunter beta-arrestin, luminescence; 0% DMSO wells, 100% apelin. activation, % at 20 µM. 0.11% of 330,000 active;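 active means activation more than six SD over the plate average, tested at 20 µM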;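 further: 0% = DMSO alone and 100% = apelin-13 at 10 nM; some results filed as inactive read as strong as hits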
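Assay system: CHO-K1 APJ beta-arrestin complementation cell line / Compound: single test compound dose, 20 µM final, 1% DMSO / Times: overnight seeding, 90 min compound at 25 °C, 1 h detection / Technique: beta-gal luminescence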
tim10-1 inh: tim10-1 yeast growth inhibition; 2.2% of 330,000 active; inhibition, % at 20 µM; AID 463190; S. cerevisiae tim10-1 ts strain growth, BacTiter-Glo, 24 h;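 active means inhibition of at least 40%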;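 further: mutant grown at 25 °C; 0% = DMSO wells with yeast and 100% = wells holding no yeast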
The depositor's hits bear a star; x = no result given.

SMILES	Mdm2 MdmX PPI	CHOP UPR activ	NLRP3 yeast inh	UPR XBP1 act	NR3A LBD binder	tim23-1 inh	TIM10 inh	APJ agonist	tim10-1 inh
O=C(O)c1cc(O)ccc1NC(=O)c1cccc2ccccc12	5	0.4	-2	-4	-1	15	11	-2	-10
COCC(=O)NC1(c2nnnn2CCOC(=O)Nc2ccc(Cl)cc2)CCCCC1	-2	0.1	15	1	-1	-4	3	-2	9
O=C(OCC(=O)N1CCN(c2ccccc2)CC1)c1ccc(Cl)nc1	0	2.5	25	-1	-1	-2	-11	8	-8
OC(CNc1nc(C(F)(F)F)nc2ccccc12)c1ccccc1 (centres undefined)	21	0.5	0	-3	-9	13	7	0	2
S=C(NCC1CCCCC1)Nc1cccnc1	-7	2.5	6	1	8	31	16	-1	53*
Cc1ccc(CNC(=O)C(NS(=O)(=O)c2ccc3nc(C)sc3c2)C(C)C)cc1 (centres undefined)	-27	2.0	7	-1	0	10	3	-1	29
COc1ccccc1/C=N/OCc1ccc(C#N)cc1	6	-1.0	23	-1	6	13	1	-2	13
CC(C)C1=C2OC(N)=C(C#N)C(C#N)=C2C(C)CC1 (centres undefined)	23	1.3	15	7	1	4	5	2	24
NC(=O)c1ccccc1NS(=O)(=O)c1ccc(S(=O)(=O)N2CCCC2)cc1	2	-2.5	5	-1	1	-5	7	-3	4
COc1ccc(NC(=S)NC(=O)CC(C)C)c(OC)c1	5	-0.2	20	2	-1	28	7	-2	19
CCOc1ccc(CCNC(=O)C2CCCN(c3ncnc4c3nc3n4CCCCC3)C2)cc1 (centres undefined)	27	4.1	6	-9	-1	23	7	0	22
COc1ccc(CCNC(=O)CSc2cc(=O)[nH]c(N)n2)cc1OC	8	-2.3	12	-3	0	18	-2	-1	1
COC(=O)N/N=C(\C)c1ccc(C)c([N+](=O)[O-])c1	9	1.0	14	-1	-1	2	7	-2	13
CCNc1ccc(C(=O)OCC(=O)NCCN2C(=O)CSC2=O)cc1[N+](=O)[O-]	-35	3.3	4	0	-1	-6	3	-2	11
CCOC(=O)c1cc(C(=O)OCC)cc(-n2c(C)cc(C(=O)CN3CCOCC3)c2C)c1	-5	-0.7	8	-7	-2	14	6	-3	12
O=S1(=O)C=C(SCc2cccc(Cl)c2)Nc2ccccc21	31	0.1	15	-2	-7	19	2	2	13
CCCCOc1ccc(N2C(=O)CC(NCc3ccncc3)C2=O)cc1 (centres undefined)	-22	-0.4	9	-1	1	-9	14	-2	8
O=C1CCCCN1CCCC(=O)N1CCCC(Nc2ccccc2)C1 (centres undefined)	14	0.8	16	-2	2	-2	-1	-1	5
COc1cccc(OCc2nc3c4cnn(-c5ccccc5)c4ncn3n2)c1	2	0.4	15	-1	3	10	5	2	9
COc1ccc(N2CC(O)=C(c3nc(-c4ccc(F)cc4)cs3)C2=N)cc1Cl	7	0.7	-1	0	2	5	2	-4	1

The last 2 compounds of the part above are carried over, then new ones follow:
SMILES	Mdm2 MdmX PPI	CHOP UPR activ	NLRP3 yeast inh	UPR XBP1 act	NR3A LBD binder	tim23-1 inh	TIM10 inh	APJ agonist	tim10-1 inh
COc1cccc(OCc2nc3c4cnn(-c5ccccc5)c4ncn3n2)c1	2	0.4	15	-1	3	10	5	2	9
COc1ccc(N2CC(O)=C(c3nc(-c4ccc(F)cc4)cs3)C2=N)cc1Cl	7	0.7	-1	0	2	5	2	-4	1
CC1(C)OC(=O)C(=NNc2ccc(C(=O)O)cc2)C(=O)O1	-3	-0.3	-2	1	1	-1	11	-4	15
COc1ccc(S(=O)(=O)Nc2c(NC3CCCCC3)c3ccccc3oc2=O)cc1OC	3	0.3	0	-2	0	5	5	2	11
O=C(NCCNCCO)c1c(O)c2cccc3c2n(c1=O)CCC3	11	-1.2	53*	-7	1	11	13	-2	1
O=C1C2(c3ccccc3)CN(CCCO)CC1(c1ccccc1)CN(CCCO)C2	3	-1.2	13	-2	0	12	16	-3	14
O=C(CSc1ncnc2sccc12)Nc1ccc(S(=O)(=O)N2CCOCC2)cc1	0	0.0	-14	0	-2	24	11	1	20
Cc1cc(C)c(C#N)c(SCC(=O)c2cccs2)n1	5	1.5	24	4	0	28	9	-2	44*
COc1ccc(-n2cnnc2SCc2ncc(-c3ccccc3)o2)cc1	32	3.0	-7	2	-2	24	25	-17	26
CN(C)CCCN(C(=O)c1ccc(S(=O)(=O)N2CCc3ccccc32)cc1)c1nc2ccc(Cl)cc2s1	15	1.5	10	9	-12	22	19	10	43*
CC(=O)c1c(C)[nH]c(C(=O)OCC(=O)Nc2sc3c(c2C#N)CCC(C)C3)c1C (centres undefined)	36	1.5	6	-1	-2	-26	-19	-1	1
C#CCOCCOCCOCCNc1nc(N2CCN(C(=O)CCCCCCCCCCNC(=O)[C@H](CO)n3cc(CCCSC)nn3)CC2)nc(N2CCN(C(=O)CCCCCCCCCCNC(=O)[C@H](CO)n3cc(CCCSC)nn3)CC2)n1	13	3.7	19	0	-5	17	24	-8	18
O=C(CNc1ccccc1)N/N=C/c1cn(-c2ccccc2)nc1-c1ccccc1	5	6.5	7	0	-8	5	-2	1	5
O=C(COc1cc(Cl)c(Cl)cc1Cl)NC(=O)Nc1ccc2c(c1)OCCO2	14	2.6	-20	-1	19*	-7	4	-2	1
CN1C(=O)[C@H]2[C@@H](/C=C/c3ccccc3)N3C(=O)CN(Cc4ccccn4)C(=O)[C@@]3(Cc3ccccc3)[C@H]2C1=O	-7	0.2	3	-1	0	3	-4	-1	-15
COc1ccc(C[C@H]2CN3C(=NC[C@@H]3Cc3ccccc3)N2CCNC(=O)c2ccc(C)c(Br)c2)cc1	100*	3.0	-3	7	1	4	10	8	6
CCOC(=O)COc1nc(C)c(Br)c(OC)n1	-27	-1.3	-1	0	-1	-4	-7	4	-13
O=C(C(=O)N1CCCC1)c1c[nH]c2ccccc12	-9	-2.2	15	-1	4	15	24	-4	24
COC(C(=O)Nc1ccc(Cl)cc1C)c1ccccc1 (centres undefined)	4	0.1	12	-1	0	23	3	3	15
CCOC(=O)C(=Cc1ccc(OCc2ccc([N+](=O)[O-])cc2)c(OC)c1)C(=O)OCC	99*	219*	6	5	1	14	31	-2	14
Cc1cccc2sc(NC(=O)Cn3c(C)csc3=O)nc12	15	-0.6	-5	5	-2	14	15	-6	10
CCOC(=O)/C(=C/Nc1ccc(F)c(F)c1)[N+](=O)[O-]	6	-0.3	21	-2	-1	-32	-5	-4	-36
Cc1cc(=O)oc2c(C)c(OCC(=O)NCC3CCC(C(=O)O)CC3)ccc12 (centres undefined)	-16	0.4	2	-4	0	-11	-6	-4	3
S=C1NCN(Cc2ccccc2)CN1	12	1.9	-12	1	-2	13	14	0	2
O=C(COc1ccc(F)cc1)Nc1nnc(C2CCCCC2)s1	21	4.9	9	0	-2	6	0	-5	-7
CC(NC(=O)CCC(=O)NC(C)C1COc2ccccc2O1)C1COc2ccccc2O1 (centres undefined)	-4	2.1	12	-2	-3	4	10	-1	13
CC(=O)N1CCOc2cc(S(=O)(=O)N3CCN(c4ccccc4)CC3)c(Cl)cc21	17	2.4	17	-1	2	27	9	-4	32
CCN(c1ccccc1)S(=O)(=O)c1ccc(Cl)c(NC(=O)COC(=O)C2CC2C)c1 (centres undefined)	6	-2.1	5	-2	-1	18	-19	-2	13
CCOC(=O)COc1cccc2c(=O)n(CC(=O)NCCc3ccccc3)ccc12	21	-0.2	18	-3	0	5	-8	-3	12
O=C(C1CCCO1)N1N=C(c2ccc(Br)cc2)CC1c1ccco1 (centres undefined)	-1	-1.0	22	0	16*	39	27	9	37
Cc1cc(NC(=O)CCC(=O)NNC(=O)c2ccc(C(C)(C)C)cc2)no1	-45	2.5	6	0	1	10	-2	2	-2
Cc1cc(C)nc(SCCC(=O)Nc2ccc(F)cc2)n1	-22	-0.2	1	2	2	12	-3	0	7
O=C(CN1CCN(c2ncc(C(F)(F)F)cc2Cl)CC1)N1CCN(c2ncc(C(F)(F)F)cc2Cl)CC1	-1	0.4	11	-2	8	-17	25	13	36
CCCCC(O)(CCCC)C(=O)NN(C(=O)CCl)c1ccccc1	87*	1.6	0	0	0	31	20	-5	49*
COC(=O)C1=C(C)N(Cc2ccco2)C(=O)N[C@H]1c1ccc(Br)cc1	30	2.4	3	-3	x	36	23	1	32
Clc1ccc(C2[C@H]3CN(Cc4ccc(-c5ccccc5)cc4)[C@H](c4ccccc4)C34CC2(c2cccnc2)C4)cn1 (some centres undefined)	18	3.6	1	0	x	15	12	4	-1
COc1ccc(/C=N/Nc2ncc(C(F)(F)F)cc2Cl)c(OC)c1OC	28	1.1	14	0	-2	1	10	-3	8
CC(C)CC(=O)NNC(=O)c1ccc(Cl)cc1	26	-2.2	11	0	-1	-12	-7	-4	4
Cc1ccc2nc(-c3ccccc3O)c(Nc3ccc4c(c3)OCCO4)n2c1	-1	2.8	6	-1	-21	15	12	2	15
CCSc1nsc(NC(=O)Nc2cccc(C(C)=O)c2)n1	62*	5.1	10	-3	1	-12	-5	1	9
O=C(Nn1c(-c2ccc(F)cc2)nc2ccccc2c1=O)C1CCCCC1	-6	-1.5	29	1	4	20	8	-1	0
COc1cc(C2/C(=C(\O)c3ccc4c(c3)OCCO4)C(=O)C(=O)N2CCN2CCOCC2)cc(OC)c1OC (centres undefined)	-8	1.5	10	-7	0	-13	-6	-1	-7
CN(C)c1cc[n+](Cc2c(Cl)cccc2Cl)cc1	16	-0.2	8	-1	-2	-6	-30	-5	2
COC(=O)CNC(=O)Cn1nc(C)c([N+](=O)[O-])c1C	-2	0.2	11	0	0	11	6	-4	-2
CC(=O)Nc1c(C(=O)N2CCCCCC2)cnn1-c1ccccc1Cl	3	2.8	-1	-2	0	0	-13	-1	9
CCCn1nnc(NC(=S)NC(=O)CC)n1	-3	0.7	2	0	-2	-14	-2	-4	13
C=CCn1c(SCC(=O)c2ccc(NS(=O)(=O)c3ccccc3)cc2)nnc1-c1cccs1	3	-0.9	5	-1	-5	6	7	0	5
O=C(c1ccc2c3c(cccc13)CC2)C1CCCN(Cc2ccc(OCCO)cc2)C1 (centres undefined)	33	-1.3	26	0	-2	29	29	2	35
CNc1c(NS(=O)(=O)c2cc(OC)ccc2OC)c(=O)oc2ccccc12	18	-0.6	11	-1	0	18	-4	-2	9
CCN(CC)C(=O)CSc1nc2sc3c(c2c(=O)n1CCOC)CCC3	27	1.9	15	-3	-3	13	1	-1	3
CSCCC(NC(=O)c1ccccc1)C(=O)NC1CCCC1 (centres undefined)	10	-0.5	3	-1	-9	10	-12	-3	10

Quoted from the listing.
tim23-1 inh, `CCN(c1ccccc1)S(=O)(=O)c1ccc(Cl)c(NC(=O)COC(=O)C2CC2C)c1` (centres undefined) reads 18
tim23-1 inh, `O=C(CN1CCN(c2ncc(C(F)(F)F)cc2Cl)CC1)N1CCN(c2ncc(C(F)(F)F)cc2Cl)CC1` reads -17
